tuberculosis growth = growth inhibition of non-replicating M. tuberculosis (AID 488890); Mycobacterium tuberculosis non-replicating, growth inhibition; higher % means a stronger effect; 320,000 compounds, 0.39% hits; inhibition, % at 25 µM, or IC50 in µM where a hit was titrated; in the data active = a potency from the dose series; inconclusive = inhibition mostly from about 82% at the one dose, without a potency; inactive = the rest, 99 in 100 with inhibition below about 76%;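 note: plate controls were DMSO cells for no effect and high antibiotic wells for full effect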
influenza NS1A = NS1A inhibition, H1N1 influenza, cell based functional assay (AID 504329) | inhibition, % at 12.5 µM, or IC50 in µM where a hit was titrated | 340,000 compounds, 0.3% hits | NS1A functional cell-based assay, percent inhibition; higher % means a stronger effect; in the data active = a potency from the dose series; inconclusive = inhibition above about 27% without an active follow-up result; note: strong numbers were not always called active
M. tuberculosis HTS = M. tuberculosis growth inhibition, HTS (AID 449762). M. tuberculosis H37Rv growth inhibition, 7H9 media; higher % means a stronger effect. inhibition, % at 25 µM, or IC50 in µM where a hit was titrated. 330,000 compounds, 0.59% hits; in the data active = a potency from the dose series; inconclusive = inhibition above about 70% without an active follow-up result;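 note: bacterial growth assessed after seven days of incubation; strong numbers were not always called active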
Salmonella PhoP GFP = Inhibition of PhoP regulon, Salmonella typhi GFP reporter cells, confirmation, 4 h (AID 1850). one-dose inhibition, % at 50 µM; IC50 in µM for titrated hits. 310,000 compounds, 0.33% hits. Salmonella Typhi PhoP-promoter GFP reporter, fluorescence, 4 h; higher % means a stronger effect; in the data active = a potency from the dose series; inconclusive = inhibition mostly from about 25% at the one dose, without a potency; inactive = the rest, 99 in 100 with inhibition below about 19%;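 note: 0% = induced wells with vehicle and 100% = uninduced wells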
VEEV TC-83 Vero = inhibitors of VEEV TC-83 cytopathic effect, confirmation, Vero cells (AID 588727). inhibition, % at 20 µM, or IC50 in µM where a hit was titrated. Vero cells, VEEV TC-83 cytopathic effect inhibition; higher % means a stronger effect. 350,000 compounds, 0.13% hits; in the data active = a potency from the dose series; inconclusive = inhibition mostly from about 14% at the one dose, without a potency; inactive = the rest, 99 in 100 with inhibition below about 12%; note: strong numbers were not always called active
VEEV TC-83 Vero 10K pilot screen = further read-out of VEEV TC-83 Vero, marked with its call; inhibition, %; measured here: 10K pilot screen inhibition
* hit, by the source's call; i = inactive; u = inconclusive; x = no result given.

SMILES	tuberculosis growth	influenza NS1A	M. tuberculosis HTS	Salmonella PhoP GFP	VEEV TC-83 Vero	others
CCN(CC(=O)Nc1cc(Cl)ccc1C)C(=O)c1nc2nc(C)cc(C)n2n1	0%	-4%	0%	x	0.2%
CCCCc1c(O)nc(SCC(=O)N2CCCCC2)[nH]c1=O	8%	-2%	18%	10%	i
CCOC(=O)c1[nH]c2ccc(C(=O)OC)cc2c1C(=O)OCC	-6%	6%	4%	0%	u
C/C(=N\NC(=O)c1ccccc1Cl)c1c(O)n(C2CCCCC2)c(=O)[nH]c1=O	36%	1%	6%	2%	2.4%
Cc1sc(NC(=O)C2CCCO2)c(C(N)=O)c1C (stereo not drawn)	30%	-2%	1%	-2%	3.2%
CC1CCN(c2ccc3nnc(CCC(=O)Nc4cc(F)ccc4F)n3n2)CC1	0%	-2%	-1%	2%	1.6%
N=c1sccn1CC(=O)Nc1cc(Cl)ccc1Oc1ccccc1	14%	3%	4%	7%	i
Cc1cc(C)n2nc(SCC3COc4ccccc4O3)nc2n1 (stereo not drawn)	4%	9%	-4%	-2%	2.0%
O=C(c1cc(-c2ccc(Br)cc2)on1)N1CCc2ccccc2C1	-12%	5%	14%	-22%	0.7%
COCCN1C(=O)C(O)=C(C(=O)c2ccco2)C1c1cccc(Oc2ccccc2)c1 (stereo not drawn)	32%	-5%	-3%	18%	i
O=C(NC1CCCCCC1)c1ccc([N+](=O)[O-])s1	x	-3%	x	x	0.7%
O=C(COC(=O)c1sc2ccccc2c1Cl)Nc1ncc(Cl)cc1Cl	u	3%	69%	-3%	0.3%
N#Cc1cccc(Cn2cc(C(F)(F)F)ccc2=O)c1	-3%	4%	2%	-1%	1.5%
O=C1c2cccnc2C(=O)N1CNc1ccc(Cl)cc1	2%	3%	0%	12%	2.5%
Cn1c(N)c(C(=O)CSc2nc(N)cc(N)n2)c(=O)n(C)c1=O	2%	0%	-1%	-26%	1.7%
CN(Cc1ccccc1F)C(=O)c1ccc2c(=O)n3c(nc2c1)CCC3	-3%	-14%	-1%	2%	3.5%
COc1cccc(OC)c1C(=O)NC(=O)NNc1cc(C(F)(F)F)cc(C)n1	-18%	8%	-1%	-9%	0.1%
CC(C)(C)c1ccc(-c2nc3[nH]c(=O)cc(NC(=O)c4ccco4)n3n2)cc1	23%	-1%	74µM*	13%	9.0%
O=S(=O)(c1cccc(S(=O)(=O)N2CCCC2)c1)c1cccc(S(=O)(=O)N2CCCC2)c1	12%	-8%	-13%	-15%	i
CCOC(=O)c1ccc(S(=O)(=O)N2CCN(C/C=C/c3ccccc3)CC2)cc1	68%	-7%	70%	x	4.8%
O=C(NCc1ccccc1)Nc1cccc2ccccc12	5%	-5%	10%	-16%	1.3%
COCCn1c(Cc2ccccc2)nnc1SCC(=O)NC(C)C	7%	0%	2%	16%	i
CCO[C@H]1OC(C(=O)NC2CC2)=C[C@@H](c2ccc3c(c2)OCO3)[C@@H]1CCCO	-7%	2%	-2%	4%	0.6%
O=C(O)c1nc(-c2ccccc2)n(-c2ccc(Cl)cc2)n1	3%	-5%	-7%	4%	0.6%
CC(C)CCC1=NN(C(=O)c2ccco2)C(O)(C(F)(F)F)C1 (stereo not drawn)	0.94µM*	-7%	0%	-11%	0.6%
SMILES	tuberculosis growth	influenza NS1A	M. tuberculosis HTS	Salmonella PhoP GFP	VEEV TC-83 Vero	others
NC(=O)c1cnccc1C=Cc1ccccc1	x	-24%	x	x	2.3%
Cc1ccc(C(=O)N/C(=C\c2ccc([N+](=O)[O-])cc2)C(=O)NCCc2ccccc2)cc1	3%	6%	-7%	1%	i
C[C@H](NC(=O)c1nc[nH]c1C(=O)NC1CCNCC1)C(=O)OCc1ccccc1	5%	x	0%	x	x
CCOC(=O)c1ccc(NC(=O)Nc2ccc(F)cc2)cc1	-9%	1%	1%	11%	3.7%
CCC(=O)Nc1cccc(NC(=S)NC(=O)c2cccc(C)c2)c1	52%	-4%	11%	-4%	5.8%
CC1CCCC(C)N1/N=C/c1ccccc1Br (stereo not drawn)	5%	7%	-4%	0%	0.1%
COc1ccc(OCC(=O)N/N=c2\oc3c(OC)cccc3cc2C(N)=O)cc1	-11%	14%	17%	-1%	0.2%
CNC(=O)c1cc(C(=O)c2ccc(Cl)cc2)c(Br)[nH]1	-8%	-7%	8%	12%	0.2%
O=S(=O)(Nc1ccon1)c1ccc(F)c(F)c1	2%	-5%	-10%	-9%	0.2%
Fc1ccc(C2c3[nH]c4ccccc4c3CCN2Cc2ccoc2)cc1 (stereo not drawn)	24%	-2%	5%	-4%	3.0%
Cc1ccccc1CN1CCN(c2ccc(S(=O)(=O)N3CCCC3)cn2)CC1	11%	-4%	-6%	x	2.8%
Cc1ccc(CSc2nnc(CC(=O)Nc3ccc(C)cc3)n2C)cc1	16%	1%	-3%	3%	1.0%
Cc1onc(-c2c(F)cccc2Cl)c1C(=O)NCCc1ccncc1	-2%	12%	-2%	-8%	1.1%
CN(c1ccc(C(=O)Nc2ccc3c(c2)n(C)c(=O)n3C)cc1)S(C)(=O)=O	-25%	0%	8%	-2%	1.2%
CCOC(=O)c1cnn2c(N)c(C#N)nnc12	11%	-6%	0%	-3%	1.2%
CCN(CC(=O)Nc1c(F)cccc1F)C(=O)c1ccc2c(c1)S(=O)(=O)N=C1CCCCCN12	-8%	-5%	-7%	10%	1.9%
O=C(NCCN1CCOCC1)c1ccc(NC(=O)C2COc3ccccc3O2)cc1 (stereo not drawn)	-8%	8%	-8%	15%	2.9%
CCCCn1c(N)c(N(CCOC)C(=O)CSc2nnc(-c3ccncc3)n2CCC)c(=O)[nH]c1=O	-22%	-10%	-10%	2%	1.2%
COCCCn1c(=O)/c(=C/c2ccccc2OC(F)F)s/c1=C(\C#N)C(=O)NCCOC	x	1%	x	x	2.1%
COc1ccc(OCC(=O)N2CCc3c([nH]c4ccccc34)C2c2ccccn2)cc1 (stereo not drawn)	2%	3%	13%	-2%	0.5%
CN(CC(=O)Nc1ccccc1Cl)C(=O)C1CSC2(C)CCC(=O)N12 (stereo not drawn)	-19%	-4%	1%	x	0.2%
COc1ccc(CNC(=O)CCn2c(C)csc2=O)cc1	-14%	-13%	-1%	x	1.4%
Cc1c(NC(=O)CSc2nc3ccccc3[nH]2)c(=O)n(-c2ccccc2)n1C	x	-25%	x	-4%	i
O=C(Nc1cccc(S(=O)(=O)N2CCOCC2)c1)c1ccc(=O)[nH]c1	-8%	6%	0%	x	0.7%
O=C(Nn1cnnc1)c1ccc([N+](=O)[O-])cc1Cl	-8%	-19%	-1%	9%	1.6%
SMILES	tuberculosis growth	influenza NS1A	M. tuberculosis HTS	Salmonella PhoP GFP	VEEV TC-83 Vero	others
Cc1noc(C)c1COC(=O)CCc1nc2ccccc2c(=O)[nH]1	-4%	4%	2%	1%	i
Cc1cccc(NC(=O)Nc2ccccn2)c1C	0%	3%	-7%	-12%	i
CN(C)/C=N/c1sc2c(c1C(N)=O)CCCC2	3%	-1%	-5%	3%	1.6%
CSc1ncccc1C(=O)OCc1ccc(C#N)cc1	7%	4%	-8%	3%	0.3%
O=C1C=C(Nc2ccccc2)CC(c2ccccc2)C1 (stereo not drawn)	-6%	0%	-13%	-6%	i
COC(=O)C1=C[C@@H](C(=O)OC)[C@@H]2C3=C(C(=O)[C@]2(C)NC(=O)c2ccccc2)[C@H](C)n2c(=O)n(C)c(=O)n2[C@@H]3C1	-5%	-12%	15%	-29%	0.3%
COc1ccccc1NC(=O)C1=C(C)Nc2nnnn2C1c1cccc(C)c1 (stereo not drawn)	21%	8%	-9%	2%	7.0%
CCCCn1c(=O)cc(C)n(-c2ccccc2)c1=O	-10%	1%	12%	-1%	0.4%
NS(=O)(=O)c1ccc(-c2ccc(C=O)o2)cc1	-8%	x	-8%	5%	i
Cn1c(=O)c2c(nc(-n3ccnc3)n2C)n(C)c1=O	-10%	-15%	-5%	-3%	1.6%
Cc1nn(-c2ccccc2)c2nc(N)c(C#N)c(-c3ccc(C(C)(C)C)cc3)c12	-10%	-2%	-3%	-2%	3.8%
Cc1onc(-c2ccccc2)c1C(=O)NCCc1ccc(Cl)cc1	0%	-13%	3%	-4%	i
O=C(NCC12CC3CC(CC(C3)C1)C2)c1nn2cccnc2c1Cl	x	8%	x	-5%	i	VEEV TC-83 Vero 10K pilot screen=0.3
Cc1cc(C)c2cc3c(N)c(C(=O)Nc4c(C)[nH]c(=O)[nH]c4=O)sc3nc2c1	-15%	-5%	-7%	-15%	0.6%	VEEV TC-83 Vero 10K pilot screen=1.3
CCOC(=O)C(CCCCP(=O)(c1ccccc1)c1ccccc1)(NC(C)=O)C(=O)OCC	-2%	-2%	-3%	-1%	3.1%
CCCn1c(-c2ccc(OC)cc2)nc2c(=O)n(C)c(=O)[nH]c21	-8%	0%	-2%	-6%	1.7%
FC(F)(F)c1cc(Sc2ccccc2)nc(-c2ccccn2)n1	75%	-6%	-8%	2%	i	VEEV TC-83 Vero 10K pilot screen=0.3
Oc1cccc(NC(=S)Nc2ccc(SC(F)F)cc2)c1	u	1%	37%	-9%	0.5%
CCOc1ccc2nc(NCCNC(=O)C3CC3)c(C)cc2c1	12%	7%	-4%	12%	2.1%
Cc1ccc(NS(=O)(=O)c2ccc3c(c2)n(C)c(=O)c(=O)n3C)c(C)c1	-3%	-5%	9%	-20%	2.1%
CCS(=O)(=O)Nc1ccc(C(=O)OC)cc1	-2%	-8%	-4%	1%	5.3%
Cc1ccc(-n2nc(C)c(C(=O)O)n2)c(C)c1	1%	4%	14%	-10%	i
CC(C)c1ccc2[nH]c(O)c(N=NC(=O)c3cccc(S(=O)(=O)Nc4ccccc4Cl)c3)c2c1	-15%	3%	4%	0%	0.5%
O=C(Nc1ccc(OCC(F)(F)C(F)F)cc1)c1ccncc1	25%	1%	5%	-2%	i
O=C(NC1CCCN(Cc2ccc(Cl)cc2)C1)c1cccc(N2CCCC2=O)c1 (stereo not drawn)	13%	-4%	-3%	-7%	0.8%
SMILES	tuberculosis growth	influenza NS1A	M. tuberculosis HTS	Salmonella PhoP GFP	VEEV TC-83 Vero	others
Cc1ccc(C(=O)CC2(O)C(=O)N(C)c3ccccc32)s1 (stereo not drawn)	35%	-11%	7%	2%	i
CCNc1nc(Oc2ccc(C(=O)OC)cc2)nc(N(C)C)n1	20%	-2%	5%	-1%	5.9%
COc1ccc(CCN(C)C(=O)C(CCSC)NC(=O)c2ccco2)cc1OC (stereo not drawn)	-17%	0%	-6%	x	1.1%
CC(C(=O)Nc1ccc2c(c1)OCCO2)N(C)CC(=O)Nc1ccccc1Br (stereo not drawn)	x	-8%	x	x	2.1%
CC(C(=O)NCC1CCCO1)N(C(=O)c1snc(C(N)=O)c1N)c1ccccc1 (stereo not drawn)	-2%	4%	-20%	-2%	1.0%	VEEV TC-83 Vero 10K pilot screen=0.8
CSC1=NCCN1C(=O)Cc1ccc(-c2ccccc2)cc1	31%	5%	-3%	-7%	3.1%
CC(c1ccon1)N(C)C(=O)CCc1nnc(Cc2ccc(-c3ccccc3)cc2)o1 (stereo not drawn)	9%	-5%	2%	-5%	3.9%
Cc1c(C(=O)O)sc(=S)n1-c1ccc(Cl)cc1	15%	-6%	11%	28%	0.2%
O=C(CCn1cnc2ccccc2c1=O)Nc1ccc(S(=O)(=O)N2CCCC2)cc1	3%	-5%	1%	5%	1.8%
CCc1ccc(CN2CCC(n3nccc3NC(=O)c3ccccc3)CC2)o1	17%	-5%	6%	-11%	0.4%
COc1ccccc1-c1sc2cc3c(cc2c1C#Cc1ccccn1)OCO3	45%	9%	14%	x	3.1%
CC(C)C(=O)Nc1cccc(C(=O)NCc2ccc3c(c2)OCO3)c1	11%	5%	-2%	0%	1.6%
CCOc1ccc2nc(NC(=O)CN3CCC(n4nnc5cc(F)ccc54)CC3)sc2c1	80%	8%	u	-10%	2.5%

Structures listed so far with two or more sulfur atoms:
SMILES	tuberculosis growth	influenza NS1A	M. tuberculosis HTS	Salmonella PhoP GFP	VEEV TC-83 Vero	others
O=S(=O)(c1cccc(S(=O)(=O)N2CCCC2)c1)c1cccc(S(=O)(=O)N2CCCC2)c1	12%	-8%	-13%	-15%	i
Oc1cccc(NC(=S)Nc2ccc(SC(F)F)cc2)c1	u	1%	37%	-9%	0.5%
Cc1c(C(=O)O)sc(=S)n1-c1ccc(Cl)cc1	15%	-6%	11%	28%	0.2%

Among those listed so far, two have a tert-butyl group:
SMILES	tuberculosis growth	influenza NS1A	M. tuberculosis HTS	Salmonella PhoP GFP	VEEV TC-83 Vero	others
CC(C)(C)c1ccc(-c2nc3[nH]c(=O)cc(NC(=O)c4ccco4)n3n2)cc1	23%	-1%	74µM*	13%	9.0%
Cc1nn(-c2ccccc2)c2nc(N)c(C#N)c(-c3ccc(C(C)(C)C)cc3)c12	-10%	-2%	-3%	-2%	3.8%

Bioassay records as filed in PubChem BioAssay.
